PolyA inhibitor: yeast polyadenylation inhibition; S. cerevisiae SKY197-pL101 polyadenylation reporter, beta-gal luminescence; efflux-impaired pdr1/pdr3 knockout yeast; score 100 = 6 SD above DMSO; calls only at 12 µM; 300,000 tested, 0.02% active;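 active = lowest replicate activity score at least 50, where 100 means six control SD above control mean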;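 note: yeast exposed to compound for 9 h at 30 °C; higher score means more reporter readthrough which indicates perturbed polyadenylation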
RGS4 block: inhibitors of human RGS4 | B-score at 10 µM | HEK293 M3R/RGS4 inducible, Fluo-4 calcium flux; stronger effect = higher value; triggered by carbachol at its EC20 | P49798 | 310,000 tested, 0.45% active;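 active = B-score, a plate-corrected calcium signal, over three deviations above library mean, with baseline fluorescence within five deviations of library mean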;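 note: RGS4 expression induced by doxycycline in cells with stable M3 receptor; B-score is computed from the integrated fluorescence ratio over baseline after carbachol; higher B-score means a larger calcium signal and so more RGS4 inhibition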
Target sequence (P49798 whole entry, looked up): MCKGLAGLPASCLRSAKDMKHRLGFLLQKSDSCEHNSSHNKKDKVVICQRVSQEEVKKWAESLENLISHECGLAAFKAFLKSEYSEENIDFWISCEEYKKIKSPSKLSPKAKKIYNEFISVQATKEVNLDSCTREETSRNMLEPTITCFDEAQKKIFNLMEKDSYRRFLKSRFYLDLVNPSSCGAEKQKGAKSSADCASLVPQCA
hERG protect: hERG (human) protection from proarrhythmic block; Q12809; CHO-hERG, FluxOR thallium flux, dofetilide IC70 present; activation (rescue from dofetilide block), less the hit threshold, % at 10 µM; 310,000 tested, 0.51% active; AID 1511;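 active = activation above the mean of controls blocked by dofetilide plus 5 SD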;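 note: thallium influx through hERG after potassium depolarization seen as dye fluorescence rise; in these data hits start at about 4.7%; inactives centre near -7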
GSK3A inh: inhibitors of human GSK-3 alpha kinase. P49840. ADP-Glo luminescence, 60 min. inhibition, % at 10 µM. 320,000 tested, 0.1% active;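 in the data active = inhibition above about 50%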;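 note: GST-tagged GSK-3 alpha with peptide substrate and 25 µM ATP; 0% = DMSO neutral wells and 100% = GW8510 positive control wells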
RGS4 pot: potentiators or activators of RGS4; HEK293 M3R/inducible RGS4, carbachol calcium flux Fluo4; stronger effect = lower value; B-score at 10 µM; 310,000 tested, 0.92% active;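 active = B-score of the integrated calcium signal more than 4 SD below the library mean, with starting fluorescence not abnormally high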;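 note: negative B-score means reduced calcium response which marks RGS4 activation or potentiation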
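Test system: HEK293 cells with stable M3R and inducible RGS4; also added: carbachol at ECmax as muscarinic agonist stimulus; schedule: dye loading 30 min 37 °C, buffer rest 30 min RT; technique: kinetic calcium fluorescence imaging with Fluo4-AM dye, 2 µM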
KCNK9 inh: blocks the human KCNK9 two-pore domain potassium channel | HEK293 KCNK9, FluxOR thallium flux fluorescence; stronger effect = lower value | Q9NPC2 | AID 488922 | 310,000 tested, 1.2% active | B-score at 10 µM;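 active = ratio B-score over 3 SD below the library mean, with starting fluorescence within 5 SD of its mean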;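 note: negative B-score means less thallium flux so channel inhibition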
Target sequence (Q9NPC2 whole entry, looked up, the tested form may be a part): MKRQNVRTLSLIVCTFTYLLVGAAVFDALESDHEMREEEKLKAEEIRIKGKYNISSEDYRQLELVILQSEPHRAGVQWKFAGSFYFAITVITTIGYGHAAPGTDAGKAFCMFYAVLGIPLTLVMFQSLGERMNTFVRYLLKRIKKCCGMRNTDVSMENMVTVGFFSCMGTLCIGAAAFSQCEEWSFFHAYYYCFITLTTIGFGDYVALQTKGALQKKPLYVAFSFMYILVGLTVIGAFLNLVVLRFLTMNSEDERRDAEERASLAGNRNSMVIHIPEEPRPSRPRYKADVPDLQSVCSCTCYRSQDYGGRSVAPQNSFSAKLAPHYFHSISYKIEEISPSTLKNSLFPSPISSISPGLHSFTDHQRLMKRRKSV
Dyrk1A ADPGlo: Dyrk1A (rat) kinase inhibition. Q63470. AID 504441. 310,000 tested, 0.43% active. ADP-Glo luminescence, NFATc1 peptide. inhibition, % at 12.5 µM; in the data active = inhibition above about 50%;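 note: plate controls were vehicle with enzyme for no effect and no enzyme for full effect; many of its hits are not listed in these tables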
GSK3beta inhib: inhibitors of human GSK3beta kinase | activity score (negative = inhibition), % at 10 µM | 300,000 tested, 0.038% active | GST-GSK3beta kinase, ADP-Glo luminescence, 60 min; stronger effect = lower value | AID 2097 | P49841;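 active = more than half of replicate wells score below -50%, meaning over 50% inhibition versus plate controls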;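 note: 0% = median DMSO wells and -100% = median GW8510 positive control wells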
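Test system: GST-fused GSK3beta enzyme, cell-free | Quantity: 1.6 ng GST-GSK3beta enzyme per well | Reagent: 25 µM ATP with peptide substrate | Schedule: 60 min enzyme reaction, room temperature | Signal: Luminescent ADP-Glo measurement of ADP formed | Read-out basis: Score relative to plate controls | Control set: DMSO and 20 µM GW8510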
KCNQ1 pot: potentiates or activates the human KCNQ1 potassium channel; CHO-K1 KCNQ1, thallium flux FluxOR fluorescence; stronger effect = higher value; B-score at 10 µM; 310,000 tested, 0.35% active;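 active = fluorescence ratio B-score, a plate-corrected score, at least three library SD, with initial intensity B-score within 5 SD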
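Doses: Single concentration per compound, DMSO matched to controls | Test system: KCNQ1-transfected CHO-K1 cells | Timing: 90 min dye loading and 20 min compound exposure, both at room temperature | Measured by: Kinetic FluxOR thallium fluorescence, 10-s 1-Hz baseline, 110-s post-stimulus read | Medium: Assay buffer with matched DMSO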
KCNK3 block: human KCNK3 channel inhibition, primary screen; B-score at 10 µM; O14649; CHO-KCNK3 thallium flux, FluxOR fluorescence; stronger effect = lower value; 340,000 tested, 0.84% active;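 active = B-score under library mean minus 4 SD, starting fluorescence ratio at most library mean plus 5 SD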;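 note: more negative B-score means stronger inhibition of thallium flux through KCNK3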
Target sequence (O14649 whole entry, looked up): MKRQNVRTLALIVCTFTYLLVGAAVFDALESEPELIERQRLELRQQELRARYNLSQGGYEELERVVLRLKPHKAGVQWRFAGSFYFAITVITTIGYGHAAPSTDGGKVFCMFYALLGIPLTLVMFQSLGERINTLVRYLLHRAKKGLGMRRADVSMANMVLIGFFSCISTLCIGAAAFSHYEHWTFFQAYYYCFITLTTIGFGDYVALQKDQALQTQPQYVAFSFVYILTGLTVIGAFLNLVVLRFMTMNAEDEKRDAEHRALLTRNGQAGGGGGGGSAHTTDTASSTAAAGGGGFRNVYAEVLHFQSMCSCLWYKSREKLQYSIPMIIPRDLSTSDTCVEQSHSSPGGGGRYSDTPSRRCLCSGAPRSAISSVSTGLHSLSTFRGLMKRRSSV
KCNQ1 inh: blocks the human KCNQ1 potassium channel; P51787; CHO-K1 KCNQ1, FluxOR thallium flux fluorescence; stronger effect = higher value; B-score at 10 µM; 310,000 tested, 1.3% active;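 active = compounds whose thallium flux B-score, printed positive for inhibition, exceeds three library SD while starting fluorescence stays within three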;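 note: channel opened by potassium depolarization with thallium stimulus after 20 min compound exposure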
The depositor's hits bear a star; i = inactive; x = no result given. An excerpt; the hit share may differ from the screen's.

SMILES | PolyA inhibitor | RGS4 block | hERG protect | GSK3A inh | RGS4 pot | KCNK9 inh | Dyrk1A ADPGlo | GSK3beta inhib | KCNQ1 pot | KCNK3 block | KCNQ1 inh
Cc1ccccc1C1CC(c2cccs2)Nc2nnnn21 (configuration not stated) | i | i | -9 | x | i | i | -1 | -21 | i | i | i
CC(=O)Nc1ccc(NS(=O)(=O)c2ccc(-c3cnc(C4CC4)o3)cc2)cc1 | i | i | -10 | x | i | i | 0 | -1 | i | i | i
CCc1ccc(OCC(=O)NNC(=O)c2nn(CC)c(=O)c3ccccc23)cc1 | i | i | -3 | -5 | i | i | 2 | -3 | i | i | i
Cc1ccc(Nc2cnn(C34CC5CC(CC(CC(=O)O)(C5)C3)C4)c(=O)c2Cl)c(Cl)c1 | i | i | -4 | -1 | i | i | -1 | -1 | i | i | i
O=C(O)c1ccccc1-c1ccccc1C(=O)Nc1nccs1 | i | i | -4 | -1 | i | i | -2 | 0 | i | i | i
CCC(C)(C)n1nnnc1C(c1ccccc1OC)N1CCN(C(=O)c2ccco2)CC1 (configuration not stated) | i | i | -4 | -2 | i | -14* | 7 | -1 | i | -13* | i
O=C(COc1cccnc1[N+](=O)[O-])Nc1cc(S(=O)(=O)N2CCCCC2)ccc1Cl | i | i | -10 | -4 | i | i | 0 | -3 | i | i | i
O=C(Nc1cccc(NC(=O)c2cccc(Cl)c2)c1)c1cccnc1 | i | i | -8 | -2 | i | i | 9 | -1 | i | i | i
CCOc1ccc(-n2cnnn2)cc1S(=O)(=O)N1CCC(C)CC1C (configuration not stated) | i | i | -4 | 0 | i | i | 0 | -2 | i | i | i
COC(=O)c1c(NC(=O)C(=O)NCCCN2CCOCC2)sc2c1CCC2 | i | i | -12 | -1 | i | i | 3 | -1 | i | i | i
COc1ccc(S(=O)(=O)N(C)C)cc1NCC(=O)Nc1ccc(Br)c(C)c1 | i | i | -4 | -3 | i | i | x | 2 | i | i | i
Cc1cccc(N=C2NC(=O)/C(=C/c3cccs3)S2)c1 | i | i | 1 | 0 | i | i | 21 | 0 | i | i | i
Cc1cc(Cl)ccc1OC(C)C(=O)Nc1ccccc1N1CCOCC1 (configuration not stated) | i | i | -5 | 1 | i | -9.3* | -6 | 1 | i | i | 6*
CCn1c(=O)c2cc(C(=O)Nc3ccc(OC)cc3OC)sc2c2ccccc21 | i | i | -7 | -1 | i | i | -2 | 1 | i | i | i
CC1CN(C2CCN(S(=O)(=O)Cc3ccccc3)CC2)CC(C)O1 (configuration not stated) | i | i | -9 | 1 | i | i | -1 | 3 | i | i | i
CCc1c(C)nc(N)nc1OCC(F)(F)C(F)F | i | i | -9 | 0 | i | i | -5 | 1 | i | i | i
COc1ccc(S(=O)(=O)N(CCC(N)=O)Cc2ccco2)cc1OC | i | i | -7 | -1 | i | i | 24 | -1 | i | i | i
C=CCOc1ccc(CNn2cn[nH]c2=S)cc1OC | i | i | -3 | -3 | i | i | x | 0 | i | i | i
COc1ccc2c(c1)c(=O)oc1cc(OCC(=O)N3CCc4ccccc4C3)ccc12 | i | i | -7 | 0 | i | i | -3 | 2 | i | i | i
Cc1cc(=O)oc2cc(Oc3ccc([N+](=O)[O-])cc3C(F)(F)F)ccc12 | i | i | -8 | 0 | i | i | 10 | -2 | i | i | i
O=C(NCc1cccs1)Nc1cccs1 | i | i | -2 | x | i | i | -1 | 0 | i | i | i
Cc1ccc2[nH]c3c(c2c1)CCCC3NC(=O)CCl (configuration not stated) | i | i | -10 | -1 | i | i | 6 | 1 | i | i | i
O=C(NCCN1CCCCC1)Nc1ccccc1F | i | i | -9 | -5 | i | i | x | 2 | i | i | i
Cc1ccc(S(=O)(=O)N2CCC(C(=O)NCCc3ccc(S(N)(=O)=O)cc3)CC2)cc1 | i | i | -2 | -1 | i | i | 0 | 0 | i | i | i
COc1ccc(CN2C(=NC(=O)C3CCCO3)SC3CS(=O)(=O)CC32)cc1OC (configuration not stated) | i | i | -10 | 0 | i | i | 3 | -4 | i | i | i

Three entries picked at random from those above, as already listed:
SMILES | PolyA inhibitor | RGS4 block | hERG protect | GSK3A inh | RGS4 pot | KCNK9 inh | Dyrk1A ADPGlo | GSK3beta inhib | KCNQ1 pot | KCNK3 block | KCNQ1 inh
Cc1cccc(N=C2NC(=O)/C(=C/c3cccs3)S2)c1 | i | i | 1 | 0 | i | i | 21 | 0 | i | i | i
O=C(NCc1cccs1)Nc1cccs1 | i | i | -2 | x | i | i | -1 | 0 | i | i | i
COC(=O)c1c(NC(=O)C(=O)NCCCN2CCOCC2)sc2c1CCC2 | i | i | -12 | -1 | i | i | 3 | -1 | i | i | i

(next part)
SMILES | PolyA inhibitor | RGS4 block | hERG protect | GSK3A inh | RGS4 pot | KCNK9 inh | Dyrk1A ADPGlo | GSK3beta inhib | KCNQ1 pot | KCNK3 block | KCNQ1 inh
COc1ccccc1NC(=O)c1ccc(NC(=O)c2ccco2)cc1 | i | i | -4 | 3 | i | i | -3 | -1 | i | i | i
CN(C)S(=O)(=O)n1cnc2ccccc21 | i | i | -5 | -1 | i | i | 3 | -11 | i | i | i
COc1ccc(OCCC(=O)OCC(=O)NCCc2ccccc2)cc1 | i | i | -9 | -2 | i | i | 9 | 3 | i | i | i
Cc1ccc(CNS(=O)(=O)c2ccc3c(c2)n(C)c(=O)c(=O)n3C)cc1 | i | i | -6 | 1 | i | i | -6 | 0 | i | i | i
O=C(CSc1nccn1Cc1ccccc1)NCc1ccccc1 | i | i | -3 | 0 | i | i | -4 | 3 | i | i | i
NC(=O)C1CCN(C(=O)/C(=C/c2ccco2)NC(=O)c2ccccc2)CC1 | i | i | -7 | 5 | i | i | 0 | 0 | i | i | i
Cc1cc2nc(N3C(=O)CNC3=S)sc2cc1C | i | i | -5 | 1 | i | i | -3 | -1 | i | i | i
O=C(COc1ccc2ccccc2c1)N[C@@H](C(=O)O)c1ccc(O)cc1 | i | i | -3 | -3 | i | i | 1 | -3 | i | i | i
Cc1nc(NC(=O)CSc2nc3ccccc3s2)sc1C(=O)N(C)C | i | i | -9 | 1 | i | i | 4 | -2 | i | i | i
C=CCNCCOCCSc1ccc(Cl)cc1 | i | i | 0 | 0 | i | i | -2 | 1 | i | i | i
CCOC(=O)N1CCN(C(=O)C2CCN(S(=O)(=O)N3CCCC3)CC2)CC1 | i | i | -9 | 0 | i | i | -6 | 0 | i | i | i
CC(=O)Nc1ccc(NC(=O)CCc2nc3sc4c(c3c(=O)[nH]2)CCCC4)cc1 | i | i | -16 | -3 | i | i | -4 | 0 | i | i | i
Cc1cccc(NC(=O)Nc2ccc(C)c(C)c2)n1 | i | i | -2 | 0 | i | i | 0 | -1 | i | i | i
CN(CCc1ccccn1)C(=O)Nc1ccc(Cl)cc1 | i | i | -12 | x | i | i | 2 | -14 | i | i | i
Cc1ccc(-c2csc3nc[nH]c(=O)c23)cc1 | i | i | -10 | -1 | i | i | 20 | -1 | i | i | i
CCc1nnc(NC(=O)C2Cc3ccccc3CN2S(=O)(=O)c2c(C)c(C)cc(C)c2C)s1 (configuration not stated) | i | i | -7 | 0 | i | -13* | 12 | 0 | i | i | i
COc1ccc(Oc2ncnc3c2ncn3Cc2ccccc2)cc1 | i | i | -3 | 0 | i | i | 2 | 1 | i | i | i
CC(=O)c1cccc(NC(=O)C(OC(=O)/C=C/c2ccc3c(c2)OCO3)c2ccccc2)c1 (configuration not stated) | i | i | -15 | -2 | i | -9.3* | 5 | -6 | i | i | i
COC(c1ccccc1)c1nnc(CCC(=O)NC2CCCCC2)o1 (configuration not stated) | i | i | -3 | -1 | i | i | 4 | 2 | i | i | i
COC(=O)c1ccc2c(=O)n(CCN3CCOCC3)c(SCC(=O)NCc3ccccc3)nc2c1 | i | i | -9 | -4 | i | i | 3 | 0 | i | i | i
CCOC(=O)c1cnc2ccc(OCC)cc2c1NCc1ccccc1OC | i | i | -5 | -6 | i | i | -4 | 4 | i | i | i
CCOC(=O)C1(Cc2ccc(Cl)cc2)CCN(C(=O)c2cscn2)CC1 | i | i | -6 | -4 | i | i | -5 | 0 | i | i | i
O=C(Nc1ccc2c(c1)nc1n2CCN(Cc2ccccc2)C1)c1cccs1 | i | i | -20 | -2 | i | i | -4 | 1 | i | i | i
O=C(Nc1ccccc1)c1ccc(NC2CCCCC2)c(S(=O)(=O)N2CCOCC2)c1 | i | i | -9 | -1 | i | i | 4 | -2 | i | i | i
CCOc1cccc(/C(O)=C2/C(=O)C(=O)N(CCOC)C2c2ccncc2)c1 (configuration not stated) | i | i | -6 | 0 | i | i | 4 | 1 | i | i | i

Compound profiles, as listed above:
`O=C(COc1cccnc1[N+](=O)[O-])Nc1cc(S(=O)(=O)N2CCCCC2)ccc1Cl` as listed: PolyA inhibitor: i; RGS4 block: i; hERG protect: -10; GSK3A inh: -4; RGS4 pot: i; KCNK9 inh: i; Dyrk1A ADPGlo: 0; GSK3beta inhib: -3; KCNQ1 pot: i; KCNK3 block: i; KCNQ1 inh: i
`CCc1nnc(NC(=O)C2Cc3ccccc3CN2S(=O)(=O)c2c(C)c(C)cc(C)c2C)s1` (configuration not stated) as listed: PolyA inhibitor: i; RGS4 block: i; hERG protect: -7; GSK3A inh: 0; RGS4 pot: i; KCNK9 inh: -13*; Dyrk1A ADPGlo: 12; GSK3beta inhib: 0; KCNQ1 pot: i; KCNK3 block: i; KCNQ1 inh: i

Other entries follow.
SMILES | PolyA inhibitor | RGS4 block | hERG protect | GSK3A inh | RGS4 pot | KCNK9 inh | Dyrk1A ADPGlo | GSK3beta inhib | KCNQ1 pot | KCNK3 block | KCNQ1 inh
CCOC(=O)CC(=O)Nc1ccccc1C(=O)O | i | i | -5 | -4 | i | i | -7 | 2 | i | i | i
COc1ccc(/C=N/Nc2nonc2N)cc1OC | i | i | -10 | 2 | i | i | 5 | 3 | i | i | i
NS(=O)(=O)c1ccc(CNS(=O)(=O)c2ccc3c(c2)OCCO3)cc1 | i | i | -3 | -2 | i | i | -1 | -1 | i | i | i
COc1ccc(OC)c(CN2CCN(Cc3cc(=O)oc4cc(O)ccc34)CC2)c1 | i | i | -7 | 0 | i | i | 0 | -3 | i | i | i
C=CCCCCCCCCc1nc(=S)[nH][nH]1 | i | i | -2 | -3 | i | i | -1 | -1 | i | i | i
O=C(O)C1C2C=CC(C2)C1C(=O)NCc1ccco1 (configuration not stated) | i | i | -17 | -1 | i | i | 2 | -1 | i | i | i
